Source: PubChem
Rat MKP-3 inhibitors – inhibition of rat DUSP6 enzyme activity – biochemical, in vitro, primary screen (AID 425); recombinant MKP-3 phosphatase activity, fluorescence; higher % means a stronger effect; inhibition, % at 20 µM; hits with a dose series show IC50 in µM; actives 0.17% (n = 110,000); in the data active means inhibition above about 50%;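 further: plate controls were vehicle for no effect and reference inhibitor for full effect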
Hsp70 displacement – small molecules displacing fluorescent ligand from Hsp70 – biochemical, fluorescence polarization, primary screen (AID 583) | displacement, % at 20 µM; hits with a dose series show IC50 in µM | Hsp70 fluorescence polarization probe displacement, mP; higher % means a stronger effect | actives 0.06% (n = 140,000); in the data active means displacement above about 50%;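 further: plate controls were vehicle for no effect and reference ligand for full effect; a part of the inactive calls stands beside numbers as strong as those of hits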
* marks the source's active call; other numbers are inactive results; nt = no result given; & = joins results of further samples.

Order of results – Hsp70 displacement	Rat MKP-3 inhibitors
O=C1CCCC2=C1C(c1ccc([N+](=O)[O-])cc1)Nc1ccc(C(=O)c3ccccc3)cc1N2 (centres undefined)
 : -1.7%	5%
CC1=CCC2C(=O)N(c3ccc(C)cc3)C(=O)C2C1 (centres undefined)
 : 5.2%	nt
COc1ccc(C2CC(=O)C3=C(C2)Nc2ccccc2NC3c2ccc(OC(F)(F)F)cc2)cc1 (centres undefined)
 : -5.4%	4%
C=CCNC(=O)CN(c1ccc(Oc2ccccc2)cc1)S(C)(=O)=O
 : 2.9%	-1%
COC(=O)c1ccc(Oc2nc3c(c(=O)n(C)c(=O)n3C)n2CCC(C)C)cc1
 : -8.5%	-17%
CCCOc1cc(OCCC)c(C#CCN2CCCCC2)cc1C#CCN1CCCCC1
 : 3.0%	0%
Clc1ccc(N2CCN(N=Cc3cccc(Br)c3)CC2)cc1
 : 1.3%	2%
CC1=C(C(=O)Nc2ccc(Cl)cc2)C(c2ccccc2F)NC(=O)N1 (centres undefined)
 : -4.5%	3%
COC(=O)c1ccccc1NC(=O)CSc1ncn[nH]1
 : -5.4%	3%
Cc1ccc(C(=O)NCCN2CCOCC2)cc1
 : 1.2%	nt
CCCCC(=O)Nc1ccc(C(N)=O)cc1
 : 1.4%	4%
CC(=O)NS(=O)(=O)c1ccc(NC(=O)c2ccc(Br)o2)cc1
 : -4.5%	nt
Cc1cc(C)n(S(=O)(=O)c2ccc(Cl)c(Cl)c2Cl)n1
 : 2.8%	-4%
CC1CCCCN1C(=O)Cn1c(=O)oc2ccccc21 (centres undefined)
 : 0.2%	-9%
CCSc1cc(C)nc2ncnn12
 : 0.7%	nt
COCCCNC(=O)c1ccccc1NS(=O)(=O)c1ccc(C)cc1
 : 3.3%	-9%
CCC(NC(=O)N(Cc1ccccc1)Cc1ccc2c(c1)OCO2)(C(F)(F)F)C(F)(F)F
 : -4.2%	nt
COCCn1c(C)cc(C(=O)COC(=O)c2cc3c(s2)CCC3)c1C
 : 5.1%	-9%
CC(CCc1ccccc1)NC(=O)C1(c2ccccc2)CCOCC1 (centres undefined)
 : 2.9%	1%
Cc1cc2cc(CN(Cc3cccs3)Cc3nnnn3CC3CCCO3)c(=O)[nH]c2cc1C (centres undefined)
 : -1.5%	-14%
CCOC(=O)C1=C(C)N=c2s/c(=C\c3ccc(O)c(OC)c3)c(=O)n2C1c1cccc(OC)c1 (centres undefined)
 : -9.0%	2%
CCOc1ccccc1NC(=O)c1c(NC(=O)c2cccs2)sc2c1CCC2
 : -3.6%	4%
COc1ccc(NS(=O)(=O)c2ccc(NS(=O)(=O)c3ccc(SC)cc3)cc2)c(OC)c1
 : 0.7%	nt
COc1ccc(NC(=O)c2ccco2)cc1NC(=O)c1c(F)c(F)c(OC)c(F)c1F
 : 2.3%	-5%
Cc1cc2oc(=O)cc(C)c2cc1NC(=O)C(C)C
 : 2.6%	0%
CCOc1ccccc1NC1=NCC(=O)N1Cc1ccc(F)cc1
 : 7.5%	-2%
COc1cc2c(=O)n(Cc3ccccc3)c(=O)n(CC(=O)NCC3CCCO3)c2cc1OC (centres undefined)
 : -0.3%	-1%
O=C(O)CCC(=O)Nc1ccccc1C(=O)Nc1ccccc1
 : 2.4%&-2.8%	0%
CC1CCN(S(=O)(=O)c2cc(Cl)ccc2Br)CC1
 : 0.5%	-7%
COCCn1c(SCC(=O)N2CCCCC2)nc2ccccc2c1=O
 : 3.9%	5%
CCOC(=O)C1=C(C)Nc2ncnn2C1c1ccc2c(c1)OCO2 (centres undefined)
 : 8.1%	-4%
Oc1cc2ccccc2cc1-c1n[nH]c(=S)o1
 : 11%	6%
O=C(c1cccc(C#Cc2ccccc2)c1)N1CCN(c2ccccc2F)CC1
 : 0.6%	2%
CCn1c(Cn2nnc(-c3ccccc3)n2)nnc1SCc1ccc(Cl)c(Cl)c1
 : -1.3%	2%
CCOC(=O)N1CCN(C(=O)c2cc3c(=O)n(C)c4ccccc4c3n2C)CC1
 : 0.7%	-4%
CCN(Cc1ccccc1)S(=O)(=O)c1nc2nc(C)c(C)c(C)n2n1
 : 1.4%	-8%
CC1CN(c2c(Cl)cccc2[N+](=O)[O-])CCN1S(C)(=O)=O (centres undefined)
 : -4.3%	-2%
COc1ccccc1C(=O)OC1CC(C)N(C)CC1C (centres undefined)
 : -3.0%	-2%
CCOc1ccc(N2C(=O)NC(=O)/C(=C/c3cccc4ccccc34)C2=O)cc1
 : -1.6%	2%
CC(=O)C1=C(O)C(=O)N(CCCC(=O)O)C1c1ccc([N+](=O)[O-])cc1 (centres undefined)
 : 2.9%	-2%
COc1cc(/C=c2\sc3nc4ccccc4n3c2=O)cc(Cl)c1OCc1ccccc1Cl
 : -3.6%	-3%
O=C1CSC(=S)N1c1ccccc1C(F)(F)F
 : -3.1%	1%
CCOc1cc(C(=O)N2CCN(c3ccc(C(C)=O)cc3)CC2)cc(OCC)c1OCC
 : 5.7%	-10%
COc1cccc(NC(=O)COc2ccc3ccccc3c2)c1
 : -6.4%	3%
COCCOc1ccc(C(F)(F)F)cc1Nc1nc2ccccc2o1
 : -1.6%	-22%
O=C1S/C(=C/c2ccccc2F)C(=O)N1CNc1ccccc1Cl
 : 4.6%	0%
Cc1ccc(N2C(=O)NC(=O)/C(=C\c3cc(Cl)c(OCC(=O)O)c(Cl)c3)C2=O)cc1
 : 1.2%	3%
COc1ccc(S(=O)(=O)NNC(=O)c2ccc([N+](=O)[O-])cc2)cc1
 : -0.4%	2%
Cc1ccc2c(c1)N(CC(=O)N1CCCCC1c1cccnc1)C(=O)CO2 (centres undefined)
 : 1.2%	-3%
CSc1ccccc1NS(=O)(=O)c1ccc2c(c1)OCCO2
 : -0.6%	-7%
Cc1cccc(NC(=O)CS(=O)(=O)Cc2ccccc2)n1
 : 2.2%	nt
CN=C1SC(CC(=O)Nc2cc(Cl)ccc2Cl)C(=O)N1C (centres undefined)
 : nt	-9%
O=Cc1cn(-c2ccccc2)nc1-c1ccc2c(c1)OCCO2
 : 1.5%	nt
Cc1c(Cl)cccc1N=Cc1ccc[nH]1
 : -2.9%	2%
O=C1NC(=O)N(c2cccc(F)c2)C(=O)/C1=C/c1ccc(N2CCOCC2)o1
 : -164%	-3%
CCCNc1c(N)c(=O)oc2ccccc12
 : 4.1%	nt
CCOc1ccc(C2C(C(=O)c3ccc(C)o3)=C(O)C(=O)N2CCCN(CC)CC)cc1 (centres undefined)
 : 2.9%	1%
COc1ccc(CC(NC(C)=O)C(=O)NC2CCN(S(=O)(=O)c3ccccc3)CC2)cc1OC (centres undefined)
 : 2.2%	-1%
Cc1oc(-c2ccccc2)cc1C(=O)NC(Cc1ccccc1)C(=O)O (centres undefined)
 : 0.0%	2%
CCN(CC)C(=O)CSc1nc2c(sc(=S)n2-c2ccccc2)c(=O)n1Cc1ccco1
 : 5.2%	nt

By substructure, the entries above with fluorine.
Order of results – Hsp70 displacement	Rat MKP-3 inhibitors
COc1ccc(C2CC(=O)C3=C(C2)Nc2ccccc2NC3c2ccc(OC(F)(F)F)cc2)cc1 (centres undefined)
 : -5.4%	4%
CC1=C(C(=O)Nc2ccc(Cl)cc2)C(c2ccccc2F)NC(=O)N1 (centres undefined)
 : -4.5%	3%
CCC(NC(=O)N(Cc1ccccc1)Cc1ccc2c(c1)OCO2)(C(F)(F)F)C(F)(F)F
 : -4.2%	nt
COc1ccc(NC(=O)c2ccco2)cc1NC(=O)c1c(F)c(F)c(OC)c(F)c1F
 : 2.3%	-5%
CCOc1ccccc1NC1=NCC(=O)N1Cc1ccc(F)cc1
 : 7.5%	-2%
O=C(c1cccc(C#Cc2ccccc2)c1)N1CCN(c2ccccc2F)CC1
 : 0.6%	2%
O=C1CSC(=S)N1c1ccccc1C(F)(F)F
 : -3.1%	1%
COCCOc1ccc(C(F)(F)F)cc1Nc1nc2ccccc2o1
 : -1.6%	-22%
O=C1S/C(=C/c2ccccc2F)C(=O)N1CNc1ccccc1Cl
 : 4.6%	0%
O=C1NC(=O)N(c2cccc(F)c2)C(=O)/C1=C/c1ccc(N2CCOCC2)o1
 : -164%	-3%

The listing picks up, starting two compounds before the break.
Order of results – Hsp70 displacement	Rat MKP-3 inhibitors
Cc1oc(-c2ccccc2)cc1C(=O)NC(Cc1ccccc1)C(=O)O (centres undefined)
 : 0.0%	2%
CCN(CC)C(=O)CSc1nc2c(sc(=S)n2-c2ccccc2)c(=O)n1Cc1ccco1
 : 5.2%	nt
COc1cc(NS(=O)(=O)c2ccc(NC(=O)COc3ccc(C)cc3C)cc2)nc(OC)n1
 : -1.8%	nt
Cc1nc2sc(C(c3cccc(F)c3)N3CCOCC3)c(O)n2n1 (centres undefined)
 : 0.9%	-1%
CCOC(=O)c1[nH]c2ccccc2c1NC(=O)C(CC)CC
 : -3.4%	-4%
O=C(c1cccnc1)N1CCN(S(=O)(=O)c2ccc(Cl)cc2)CC1
 : 0.3%&-3.6%	2%
O=C(O)COc1ccc(C(=O)Cc2ccc3c(c2)OCCCO3)c(O)c1
 : 5.5%	-7%
O=c1cnnc(N/N=C/C=C/c2ccccc2)[nH]1
 : 0.1%	0%
COC(=O)c1c[nH]n2c(=O)c(Cc3ccc(F)cc3Cl)c(C)nc12
 : 1.4%	-12%
O=C(CSc1nnc(-c2ccc(Cl)cc2)n1-c1ccccc1)N/N=C/c1ccc([N+](=O)[O-])cc1
 : 4.6%	1%
Cc1ccc(S(=O)(=O)c2c(N)n(CCCO)c3nc4ccccc4nc23)cc1
 : 11%	nt
COc1ccc(Cn2nnnc2C(c2cccs2)N2CCN(c3ccc([N+](=O)[O-])cc3)CC2)cc1 (centres undefined)
 : -4.3%	nt
CC1=C(C#N)C(C)C2=C(CC(C)(C)CC2=O)N1 (centres undefined)
 : 7.1%	8%
CC(C)Oc1cccc(C(=O)N2CCc3ccccc32)c1
 : -4.5%	4%
Cc1oc2ccc(OCC(=O)c3ccccc3)cc2c1C(=O)O
 : -1.3%	3%
CCc1ccc2c(c1)c1nc(C)sc1n2CC(=O)OC
 : 0.2%	nt
O=C(NC1=NCCS1)c1ccc(-c2ccc(Cl)cc2)o1
 : 0.1%	-4%
O=C1COc2ccc(C(=O)CSc3nnnn3-c3ccccc3)cc2N1
 : 1.3%	-8%
Cn1c(SCC(=O)OCC(=O)c2ccccc2)nnc1-c1cccs1
 : 0.4%	-5%
CCOC(=O)C(O)(CCC(O)(C(=O)OCC)C(=O)OCC)C(=O)OCC
 : -0.5%&0.3%	-4%&0%
CCN1CCN(c2ncnc3c2cnn3-c2ccc(Cl)cc2)CC1
 : -0.3%	2%
CCOc1cc(OCC)cc(C(=O)Nc2cccc3ccccc23)c1
 : 1.3%	3%
Cc1ccc(C2CC(c3ccc(Cl)cc3)n3nc(N)nc3N2)cc1 (centres undefined)
 : 3.8%	-1%
CC1CN(c2ccc(Oc3ccccc3)cc2)c2nc3c(c(=O)n(CC(N)=O)c(=O)n3C)n2C1 (centres undefined)
 : 0.8%	-10%
O=C(NC(=S)Nc1ccc(-c2nc3cc(Cl)ccc3o2)cc1)c1ccco1
 : -4.4%	3%
CCOc1cccc2cc(C(=O)NCc3cccnc3)c(=O)oc12
 : -2.7%	-8%
Cc1ccc(NC(=O)C2C3C=CC(C4CC34)C2C(=O)O)c(C)c1 (centres undefined)
 : -3.8%	2%
COc1cccc(N2C(=O)C(=O)/C(=C(\O)c3ccccc3)C2c2ccc(O)c(OC)c2)c1 (centres undefined)
 : -0.4%	-3%
CCOC(=O)CSC1=Nc2ccccc2C2=NC(CC(=O)NCc3cccs3)C(=O)N12 (centres undefined)
 : 9.3%	-10%
COc1ccc(CN2CCN(Cc3cc(OC)ccc3O)CC2)cc1
 : 2.0%	0%
Cc1ccc(CC(C)CC(=O)NCCc2ccc3c(c2)OCO3)cc1 (centres undefined)
 : 0.1%	1%
Cc1cc(C)nc(NC(=NCCc2c[nH]c3ccccc23)NC(=O)c2ccco2)n1
 : 0.7%	-11%
CCN(CC)C(=O)CSc1nc2sc3c(c2c(=O)n1-c1ccc(C)cc1)CC(C)(C)SC3
 : 1.0%	nt
Cc1cc(C)nc(Sc2nc(Nc3ccccc3)nc(Sc3nc(C)cc(C)n3)n2)n1
 : -4.3%	-2%
CC1CCC(NC(=O)c2ccc3nc[nH]c3c2)CC1 (centres undefined)
 : -4.8%	nt
CCOC(=O)NC(CC(=O)O)c1ccc(OC)c(OC)c1 (centres undefined)
 : 2.1%	nt
Cc1ccccc1C(=O)Nc1ccc(-c2ccc([N+](=O)[O-])cc2)cc1
 : 4.0%	4%
CCCc1nc(SCC(=O)Nc2cc(C)on2)c2ccccc2n1
 : -6.9%	-12%
O=C(CSc1oc(-c2cccs2)nc1S(=O)(=O)c1ccc(F)cc1)NCC1CCCO1 (centres undefined)
 : -5.7%	4%
NC1=C(Nc2ccccc2)C(=O)c2ccccc2C1=O
 : 2.6%	10%
C=CCn1c(=S)[nH]c2sc3c(c2c1=O)CCC(C)C3 (centres undefined)
 : -1.4%	4%
O=C(Nc1ccc(Cl)cc1)N1CC=CCC1
 : -1.3%	-5%
Cc1nc2c(-c3ccccc3)c(C)nn2c(N)c1-c1ccccc1
 : 1.1%	nt
O=C(CCCC(=O)Nc1cccc(Br)c1)N/N=C/c1cc([N+](=O)[O-])ccc1O
 : -4.0%	4%
Cc1cccc(Nc2ccccc2C(=O)O)c1C
 : 2.2%	-2%
COc1cc(/C=N/NS(=O)(=O)c2ccc3ccccc3c2)ccc1OCCN1CCOCC1
 : -4.5%	1%
Nc1c(C(=O)NCc2ccco2)sc2nc(N3CCOCC3)c3c(c12)CCCC3
 : 3.8%	-6%
COc1ccc(-c2cc(C(F)(F)F)n3nc(C(=O)OC(C)C)c(Cl)c3n2)cc1
 : -8.2%	1%
C#CCOc1ccc(/C=C2\C(=O)NC(=O)N(c3ccc(Cl)cc3)C2=O)cc1
 : 0.3%	2%
O=C(COc1ccc(Br)cc1)Nc1ccncc1
 : 5.0%&0.4%	3%
CC(=O)Nc1nc(=S)ss1
 : 1.3%	4%

Only part of the results is shown, so the mix of outcomes need not match the whole.
